Source: PubChem BioAssay
Pol iota inh – inhibitors of human DNA polymerase iota; Q9UNA4; Pol iota fluorescent replication assay, 10 min; Potency, µM (titrated, usually from 115 µM), inactives show at the highest dose activity, negative = inhibition, hits mostly inhibitors; 390,000 tested, 1% active; AID 588590; also: potency is read from the fitted curve at half-maximal effect
Target sequence (Q9UNA4 whole entry, looked up): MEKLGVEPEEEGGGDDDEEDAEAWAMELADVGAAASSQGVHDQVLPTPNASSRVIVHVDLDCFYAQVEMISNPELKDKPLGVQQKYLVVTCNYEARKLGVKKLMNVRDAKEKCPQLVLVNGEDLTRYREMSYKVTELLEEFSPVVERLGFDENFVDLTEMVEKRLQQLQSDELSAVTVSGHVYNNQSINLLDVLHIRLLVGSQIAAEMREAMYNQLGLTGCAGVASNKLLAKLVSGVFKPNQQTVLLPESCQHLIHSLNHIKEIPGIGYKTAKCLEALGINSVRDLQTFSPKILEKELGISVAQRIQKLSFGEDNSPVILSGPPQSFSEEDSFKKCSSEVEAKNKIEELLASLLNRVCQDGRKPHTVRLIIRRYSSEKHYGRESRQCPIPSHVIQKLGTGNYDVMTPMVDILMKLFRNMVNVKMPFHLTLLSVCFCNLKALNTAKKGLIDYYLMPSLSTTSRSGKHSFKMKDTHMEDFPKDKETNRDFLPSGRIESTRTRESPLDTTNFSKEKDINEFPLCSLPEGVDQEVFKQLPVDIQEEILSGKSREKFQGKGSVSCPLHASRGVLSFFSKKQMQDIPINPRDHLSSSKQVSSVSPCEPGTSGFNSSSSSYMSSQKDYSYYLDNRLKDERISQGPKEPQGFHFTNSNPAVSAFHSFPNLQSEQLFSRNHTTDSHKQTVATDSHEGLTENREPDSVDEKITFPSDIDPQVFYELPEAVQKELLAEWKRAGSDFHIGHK
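Fluorescent replication assay read twice, at 0 min and 10 min after adding 50 nM (final) substrate. Enzyme (10 nM) and compounds were first incubated 15 min at room temperature; enzyme-free buffer wells were negative controls.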
BLM helicase inh – inhibitors of human Bloom syndrome helicase BLM. P54132. recombinant BLM DNA unwinding, fluorescence dequenching. Potency, µM (highest dose often 56.1 µM), without a hit: at the top dose activity change, negative = inhibition, usual class: inhibitors. 350,000 tested, 0.2% active. AID 2528;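 also: potency is read from the fitted curve at half-maximal effect; plate controls were vehicle for no effect and no enzyme for full effect; nearly all actives have a fitted effect of over 35% in size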
Pol beta inh – blocks human DNA polymerase beta activity; Pol beta primer extension/strand displacement, fluorescence kinetic; P06746; Potency, µM (top dose mostly 114 µM), inactives show at the highest dose activity change, negative = inhibition, usual class: inhibitors; 340,000 tested, 1.3% active; also: potency is read from the fitted curve at half-maximal effect; % is scaled to controls: 0 for no effect and ±100 for the full control effect
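Human Pol beta at 10 nM; strand-displacement substrate 50 nM final. Compound exposure 15 min at room temperature before start, reaction 10 min at room temperature.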
ERG-DNA inh – inhibitors of human ERG Ets domain-DNA interaction | Potency, µM (doses to about 76.9 µM), inactives show at the top dose FP activity, negative = inhibition, actives largely listed as inhibitors | fluorescence polarization, His-ERG Ets domain / labelled DNA | P11308 | 370,000 tested, 0.028% active | AID 624246; active = well fitted inhibition curve with a large enough effect in the polarisation, with a control signal flat; inconclusive = small, poorly fitted or top-dose-only effect, or effect the other way, or a change in a side signal; inactive = no such curve, though single readings can be large or run the other way; the % refers to the polarisation;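 also: polarization taken with two DNA probes labelled with fluorescein and Texas red; potency is read from the fitted curve at half-maximal effect; % of control where 0% means no effect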
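His-tagged ERG Ets domain (1 uM in the protein solution; 300mM KCl, 50mM Tris-HCl, 1mM EDTA, 1mM DTT, pH 7.5) received compound, then a probe mix of 5 nM fluorescein-DNA and 100nM Texas-615-DNA. Fluorescence polarization was read for both dyes.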
ALOX12 inh – blocks human arachidonate 12S-lipoxygenase; purified 12hLO, xylenol orange hydroperoxide absorbance; Potency, µM (top dose mostly 108 µM), for inactives: top-dose activity change, negative = inhibition, usual class: inhibitors; 580,000 tested, 1.1% active; AID 1671190; also: potency is read from the fitted curve at half-maximal effect; % is scaled to controls: 0 for no effect and ±100 for the full control effect
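Hydroperoxide product was detected by ferrous iron/xylenol orange as the 573 to 405 nm absorbance ratio. Arachidonic acid at 40 uM (final) was turned over for 30 min at room temperature by 150 nM human 12hLO, pH 7.0 Hepes buffer, after 15 min compound preincubation.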
Apoferritin bind – binds horse apoferritin like a general anesthetic; apoferritin/1-aminoanthracene competitive binding, fluorescence; Potency, µM (series often up to 77.5 µM), without a hit: at the highest dose activity change, negative = displacement, actives largely listed as inhibitors; 350,000 tested, 0.074% active; AID 485281; also: potency is read from the fitted curve at half-maximal effect; % is scaled to controls: 0 for no effect and ±100 for the full control effect; nearly all actives have a fitted effect of over 20% in size
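Steps: apoferritin (10 uM) was premixed with half-saturated 1-AMA in PBS, compounds were pin-transferred, plates stood 10 min at room temperature, fluorescence was read at 380/535 nm, and curves were fitted with a Hill equation.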
APE1 inh – APE1 (human) endonuclease inhibition | Potency, µM (top dose mostly 65.8 µM), inactives show at the highest dose activity change, negative = inhibition, actives largely listed as inhibitors | 350,000 tested, 0.35% active | P27695 | recombinant APE1, TAMRA/BHQ-2 abasic DNA cleavage fluorescence;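 also: potency is read from the fitted curve at half-maximal effect; plate controls were vehicle for no effect and reference inhibitor for full effect; nearly all actives have a fitted effect of over 55% in size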
Target sequence (P27695 whole entry, looked up): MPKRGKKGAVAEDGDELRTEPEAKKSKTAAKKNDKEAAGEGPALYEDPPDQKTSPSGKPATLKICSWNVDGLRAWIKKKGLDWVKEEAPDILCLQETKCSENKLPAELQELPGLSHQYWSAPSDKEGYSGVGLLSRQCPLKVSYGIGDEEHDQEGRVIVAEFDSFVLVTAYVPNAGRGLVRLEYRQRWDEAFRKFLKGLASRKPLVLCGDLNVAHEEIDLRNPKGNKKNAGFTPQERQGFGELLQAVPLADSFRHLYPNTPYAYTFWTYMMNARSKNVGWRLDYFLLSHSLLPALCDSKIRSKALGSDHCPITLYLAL
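Quantitative HTS: incision of a TAMRA/BHQ-2 double-stranded substrate bearing a tetrahydrofuran abasic site by 0.75 nM APE1 raises fluorescence. Substrate 50 nM final, added after 15 min compound preincubation at room temperature; progress as third-minus-first kinetic read difference.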
TRHR ag – activates the human TRH receptor. 360,000 tested, 0.18% active. activation, % at 2 µM. TRHR cells, calcium flux fluo-8, FDSS agonist mode; in the data active = activation above about 30%; also: 0% is about no effect
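Read-out: compound-evoked intracellular calcium rise in TRHR cells, fluo-8 dye, kinetic FDSS fluorescence at 1 s/cycle following a 10-cycle baseline. Cells cultured overnight before dye loading (30 min–1.5 h, RT).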
Pol kappa inh – blocks human DNA polymerase kappa activity; Potency, µM (titrated, usually from 107 µM), for inactives: at the top dose activity, negative = inhibition, usual class: inhibitors; AID 588579; 400,000 tested, 0.53% active; purified Pol kappa, fluorescent DNA synthesis assay, 10 min; also: potency is read from the fitted curve at half-maximal effect; % is scaled to controls: 0 for no effect and ±100 for the full control effect
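Activity was followed as the change in fluorescence between reads at 0 and 10 min after starting the reaction with 50 nM substrate. Beforehand, 10 nM polymerase had been preincubated with compound for 15 min at room temperature.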
Starred values were filed as active, the others as inactive; i = inactive; ? = inconclusive; · = no result given; & = joins results of further samples; [ ] = dose if it differs, or a comment. Unless noted, calls follow the shape of the dose curve; as a rule, active = well fitted curve in the direction sought with a large enough effect; inconclusive = small, poorly fitted or top-dose-only effect, or another doubt; inactive = no such curve, though single readings can be large; an effect the other way counts as inactive or inconclusive. Only part of the results is shown. The share of hits here may be higher or lower than overall.

SMILES	Pol iota inh	BLM helicase inh	Pol beta inh	ERG-DNA inh	ALOX12 inh	Apoferritin bind	APE1 inh	TRHR ag	Pol kappa inh
Cc1ccc2c(c1)N(C(=O)CCC(=O)N1CCOCC1)CC(C)O2 (stereo not given)	37%[activator]	1%	9%	-3%	18%	-10%	26%	-0.1	7%
CCCS(=O)(=O)c1c(S(=O)(=O)CCC)c2c3ccccc3ccn2c1C(=O)OC	-4%	-9%	-1%	5%	-2%	-5%	2%	0.1	-1%
CC1CN(Cc2nc3c(c(=O)n(C)c(=O)n3C)n2CCCc2ccccc2)CC(C)O1 (stereo not given)	5%	·	·	-15%	4%	·	·	·	-7%
O=C(COc1ccccc1)NCCc1nc2ccccc2[nH]1	-7%	1%	-2%	0%	60%[activator]	8%	13%	0.2	-13%
O=c1[nH]nc(CNc2cccc(C(F)(F)F)c2)c2ccccc12	15%	1%	2%	0%	-6%	?	0%	-0.7	4%
CC(C)c1onc(C(=O)Nc2cccc(Cl)c2)c1[N+](=O)[O-]	18%	-5%	?	16%	-2%	-16%	-2%	-0.4	14%
COc1cccc(OCC(=O)O/N=C(\N)c2ccncc2)c1	16%	-3%	44%	3%	2%	-9%	31%	-0.8	-21%
COCCNC(=O)C(=O)NCC(c1cccnc1)N1CCN(c2ccccc2OC)CC1 (stereo not given)	-2%	-6%	-2%	4%	-3%	-14%	·	0.5	-2%
Cc1ccc2c(c1)N(C(=O)CCC(=O)Nc1ccccc1Cl)CC(C)O2 (stereo not given)	-21%&15%	-4%&4%	-18%&-20%	5%&9%	29%&-18%	?	17%	-0.7&-0.9	-2%&8%
CCC(=O)Nc1nc2ccc(NC(C)=O)cc2s1	-7%	-3%	17%	-3%	8%	-17%	1%	0.2	2%
O=C(Nc1nnc(-c2cccs2)s1)C1CC1	178%[activator]	-4%	15%	4%	1%	-4%	19%	0.3	8%
CC(C)CCN(C)C1CCN(S(=O)(=O)c2cccc(C(F)(F)F)c2)CC1	5%	2%	-22%	3%	·	-3%	9%	3.4	-18%
O=C(c1ccccc1)N1CCN=C1c1ccccc1	-9%	3%	18%	·	-15%	1%	0%	0.2	-8%
CCOc1cc(NC(=S)Nc2ccccc2)c(OCC)cc1NC(=O)c1ccc(OC)cc1	36%[activator]	-4%	10%	-8%	?	3%	-1%	·	-20%
Cc1cc(Cl)ccc1OCCCC(=O)NN	93%[activator]	-2%	8%	0%	9%	?	-12%	-0.4	0%
CCOc1ccc(CCNC(=O)c2cc3sc(CC)cc3n2C)cc1OCC	6%	-9%	?	0%	-23%	54%[activator]	·	-0.1	-4%
CCN(CC(=O)Nc1ccccc1C(F)(F)F)C(=O)c1ccccc1SCC(=O)N1CCCC1	5%	·	·	-14%	19%	·	9%	0.2	0%
CC(=O)c1cccc(Nc2c([N+](=O)[O-])c(=O)oc3ccccc23)c1	28%	-3%	9%	-3%	8%	-11%	-1%	0.3	4%
COC(=O)c1c(C)oc2c1cc(NS(=O)(=O)c1c(C)cc(C)cc1C)c1ccccc12	-20%	-10%	4%	4%	?	-6%	·	-1.1	-19%
O=C(CCc1ccccc1)N=C1SC2CS(=O)(=O)CC2N1Cc1ccc(F)cc1 (stereo not given)	-10%	0%	?	-2%	15%	-1%	39%	4.6	9%
CCN(CC)S(=O)(=O)c1ccc(C(=O)NN(C)C2=NS(=O)(=O)c3ccccc32)cc1	-5%	-9%	4%	-3%	0%	-5%	-12%	0.4	5%
O=C1CSC(=Nc2cccc(C(=O)O)c2)N1	115%[activator]	-8%	-1%	-9%	-7%	-7%	0%	0.3	-2%
CCOC(=O)C(C)Oc1ccsc1C(=O)OC (stereo not given)	33%[activator]	-1%	5%	-2%	9%	-17%	3%	·	-3%
CCOC(=O)N1CCN(C(=O)c2ccccc2SCC(=O)NCC2CCCCC2)CC1	14%	·	·	-3%	2%	·	-12%	-0.3	1%
O=C(CNS(=O)(=O)c1ccc(C(=O)N2CCCCC2)cc1)N1CCCCC1	9%	0%	-20%	-3%	0%[57.4 µM]	-3%	-1%	0.9	-15%
Cc1cccn2c(=O)c3cc(C#N)c(=NC(=O)c4cccs4)n(CCCOC(C)C)c3nc12	37%[activator]	0%	12%	23%	171%[activator]	43%[activator]	1%	-0.4	-33%
Cn1nc(C(F)(F)F)c2cc(NC(=O)OCc3ccc(C(C)(C)C)cc3)sc21	33%[activator]	-15%	-2%	-18%	0%[57.4 µM]	-12%	0%	0.1	-7%
CCOC(=O)C1CN(S(=O)(=O)c2cccs2)c2ccc(CC(=O)OC)cc2O1 (stereo not given)	16%	-5%	-1%	-1%	0%	4%	23%	1.5	-18%
CCN(CC)S(=O)(=O)c1ccc2nnn(OCC(=O)Nc3cccc(C#N)c3)c2c1	3%	-9%	-23%	3%	?	-11%	-1%	-0.2	-6%
CCOC(=O)CSc1nnc(CNC(=O)c2ccc(OC)cc2)n1-c1ccc(OC)cc1	12%	2%	8%	8%	-23%	-18%	-1%	-0.1	-9%
Cc1cccc(NC(=O)/C(C#N)=C/c2ccc(C)o2)c1	14%	-2%	40%	0%	-5%	-6%	·	-0.8	9%
CCCCCN1C2=NCCN2c2ccccc21	?	-14%	4%	5%	-11%	1%	10%	0.2	9%
COc1ccc(S(=O)(=O)N2CCN(Cc3cc(OC)c(O)c(OC)c3)CC2)cc1	-19%	2%	0%	-3%	0.56µM*	-7%	18%	-0.1	4%
CC(=O)c1ccc(NC(=O)CSC2=Nc3ccccc3N=C(c3ccc(F)cc3)C2)cc1	10%	0%	-10%	-2%	-17%	0%	·	1.2	-18%[60.1 µM]
Cc1cc(F)ccc1S(=O)(=O)N1CCCOC1CNC(=O)C(=O)NCc1ccccn1 (stereo not given)	2%	-1%	1%	5%	i	-3%	39%	0.2	-2%
C=CCn1c(-c2ccc(OC)cc2)nc2nc3ccccc3nc21	15%	1%	4%	-1%	1%	79%[activator]	-3%	-0.5	-13%
O=C(NCC(c1ccco1)N1CCCCC1)c1ccc(COc2ccccc2)cc1 (stereo not given)	15%	·	·	16%	0%	·	-5%	-0.2	-5%
CCOCCCn1c(=S)[nH]c2cc(C(=O)NCCc3ccccc3)ccc2c1=O	25%	-2%	-4%	-12%	0%	0%	6%	0.8	-12%
CCNC(=S)N1CCN(c2nc(CC)nc3sc4c(c23)CCCC4)CC1	129%[activator]	-7%	22%	4%	-2%	3%	2%	-0.1	-4%
COc1ccc(N2C(=O)C3CCCN3C2c2cccs2)cc1 (stereo not given)	5%	3%	22%	-4%	-12%	-4%	-7%	0.1	-17%
CCOC(=O)CN(C(=O)CSc1nnc(COc2ccc(OC)cc2)n1C)c1ccccc1	-12%	-4%	23%	3%	-21%	-8%	15%	-0.5	-1%
CN(CC(=O)Nc1ccccc1Cl)C(=O)CCNC(=O)Nc1ccccc1	11%	·	·	-3%	8%	·	26%	·	-7%
CN(CC(=O)Nc1ccc(Cl)c(C(F)(F)F)c1)C(=O)c1cn2ccccc2n1	-15%	·	·	-11%	?	·	23%	1.0	-5%
COc1ccc(Cc2nc3ccc(C(=O)N(C)CCO)cc3o2)cc1	-8%	-2%	16%	-8%	-1%	-4%	53%	0.3	-1%
COc1ccc(CC(O)COS(N)(=O)=O)cc1 (stereo not given)	15%	1%	?	-7%	6%	1%	-4%	-0.1	-21%
CC1CC(=O)N(CC(=O)Nc2ccc(F)cc2F)c2ccccc2S1 (stereo not given)	30%	0%	13%	3%	-14%	-2%	·	-0.1	2%
CC1CN=C(c2cccn2Cc2ccc(F)cc2Cl)O1 (stereo not given)	?	-8%	-11%	-2%	-14%	?	4%	-0.3	2%
O=C(O)CNS(=O)(=O)c1ccc2c3c(cccc13)C(=O)N2	?	-10%	9%	1%	15%	483%[activator]	?	-1.7	?

Arranged by heavy-atom count (low to high): some entries from above
SMILES	Pol iota inh	BLM helicase inh	Pol beta inh	ERG-DNA inh	ALOX12 inh	Apoferritin bind	APE1 inh	TRHR ag	Pol kappa inh
CCN(CC)S(=O)(=O)c1ccc2nnn(OCC(=O)Nc3cccc(C#N)c3)c2c1	3%	-9%	-23%	3%	?	-11%	-1%	-0.2	-6%
CCOC(=O)N1CCN(C(=O)c2ccccc2SCC(=O)NCC2CCCCC2)CC1	14%	·	·	-3%	2%	·	-12%	-0.3	1%
COCCNC(=O)C(=O)NCC(c1cccnc1)N1CCN(c2ccccc2OC)CC1 (stereo not given)	-2%	-6%	-2%	4%	-3%	-14%	·	0.5	-2%
CCN(CC(=O)Nc1ccccc1C(F)(F)F)C(=O)c1ccccc1SCC(=O)N1CCCC1	5%	·	·	-14%	19%	·	9%	0.2	0%

Further entries.
SMILES	Pol iota inh	BLM helicase inh	Pol beta inh	ERG-DNA inh	ALOX12 inh	Apoferritin bind	APE1 inh	TRHR ag	Pol kappa inh
CCN1CCCC1Cn1cnc2c([nH]c3cc(OC)ccc32)c1=O (stereo not given)	-2%	5%	5%	0%	-4%	-10%	-1%	-0.3	-4%
Cc1cccnc1NC(=O)c1ccc2nc(N)sc2c1	1%	-1%	14%	-4%	5%	-3%	1%	-0.1	1%
Cc1nnc2c3ccccc3c(Cl)nn12	13%	4%	3%	2%	-4%	?	?	-0.3	-12%
Cc1cc(NC(=O)Nc2cc(Cl)ccc2C)no1	53%[activator]	1%	24%	-1%	-1%	-15%	15%	2.3	-6%
CC(C)n1c(CNC(=O)c2ccccc2F)nnc1SCC(=O)c1ccc(F)cc1	?	·	·	14%	23%	·	·	·	-22%
